Assay outcomes (PubChem)
KDM5B inhibitor – KDM5B demethylase inhibition; Q9UGL1; KDM5B demethylase, FDH-coupled NADH fluorescence (FDH is formaldehyde dehydrogenase); Potency, µM (highest dose often 57.7 µM), for the others: at the top dose activity change, negative = inhibition, usual class: inhibitors; hit rate 2.6% among 220,000; AID 1347165; active = well fitted inhibition curve with a large enough effect; inconclusive = small, poorly fitted or top-dose-only effect; inactive = no such curve, though single readings can be large or run the other way; also: 0% is about no effect; nearly all actives have a fitted effect of over 70% in size
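KDM5BΔAP (200 nM final) in 50 mM HEPES pH 7.5, 0.01% Tween-20 was preincubated 10 min at RT with compound over a concentration range. Substrate mix (H3K4me3 12.5 µM, α-KG 25 µM, Fe²⁺, ascorbate, NAD⁺, FDH) was added, and NADH fluorescence change over 30 min gave dose-response curves.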
* = called active by the depositor; ? = inconclusive; [ ] = another dose, or the depositor's remark. Potency is read from the fitted curve at half-maximal effect.

SMILES	KDM5B inhibitor
CC[C@H]1CN(C(C)=O)CC[C@H]1CC(=O)Nc1ccccc1	-9%[115 µM]
CCCCOc1ccc(C2c3c(oc4ccc(C)cc4c3=O)C(=O)N2CCCN(C)C)cc1OCC (stereo unspecified)	1%
O=C(c1cn(CCC2CCCCC2)nn1)N1CCN(C(=O)c2ccco2)CC1	56%[activator]
CC1CCN(S(=O)(=O)c2ccc(NC(=O)Cn3cnc4c3c(=O)n(C)c(=O)n4C)cc2)CC1	7%
CCCCn1nc(C(=O)Nc2ncc(Cc3ccc(F)cc3)s2)ccc1=O	-3%
CCCCc1nn(CC(=O)N(C)Cc2cc(C)on2)c(=O)n1CC	-10%
COc1ccc(CNC(=O)C(C(C)C)N2Cc3ccccc3C2=O)cc1 (stereo unspecified)	12%
COc1ccc(/C=C2/SC(=S)N(c3ccc(S(=O)(=O)Nc4nccs4)cc3)C2=O)cc1	?
O=C(c1ccc2c(c1)OCO2)N1CCCC2(CNc3ccccc3[S+](=O)([O-])N2)C1 (stereo unspecified)	8%
CC(C)(C)CC(C)(C)NC(=O)c1ccc(C#N)cc1	-4%
COCC(=O)N[C@@H]1CN(C(=O)c2ccc(F)cc2)CC[C@@H]1CO	-28%
CCN(CC)S(=O)(=O)c1ccc2c(c1)N(CC(=O)NCC(C)c1ccccc1)C(=O)CO2 (stereo unspecified)	-3%
O=C(NCC(=O)N1CCSCC1)C1CCCN(S(=O)(=O)c2ccc(Cl)cc2)C1 (stereo unspecified)	-4%
C=CCN(Cc1cccc(OCC)c1)C(=O)c1ccc(=O)[nH]c1	14%
CC1CCC(NC(=O)CN2CCC(c3nc4ccccc4o3)CC2)CC1 (stereo unspecified)	-20%
CCN1CCN(c2ncc(C(C)(C)C(=O)O)c(N3CCOCC3)n2)CC1	33%[activator]
CCOc1ccc(OCCOC(=O)Cc2coc3cc4c(cc23)CCC4)cc1	17%
CC(=O)c1ccc(NC(=O)c2cn(C)c(=O)c3ccccc23)cc1	?
CC(C)C1CCC(C)C(C(O)c2ccc(-c3ccccc3)cc2)C1=O (stereo unspecified)	6%
CCNC(=O)NC(=O)C(C)OC(=O)c1nc(-c2ccccc2)oc1C (stereo unspecified)	9%
COc1ccc(N2CCN(c3nc(C(=O)N4CCN(C)CC4)cs3)CC2)cc1	5%
CCOC(=O)c1c(NC(=O)CS(=O)(=O)c2ccc(C)cc2)sc2c1CCCCC2	?
COC(=O)c1ccc(NC(=O)CN2CCN(S(=O)(=O)c3ccc(Br)cc3)CC2)cc1	-7%
CCCN1CCN(C(=O)C2CCCN(c3cnn(Cc4ccccc4)c(=O)c3)C2)CC1 (stereo unspecified)	-22%
COC(=O)c1ccccc1NC(=O)N1CCC(N2CCN(Cc3ccc(F)cc3)C(=O)C2=O)CC1	?
Cc1cc(N2CCN(C(=O)Cn3nnnc3CN3CCC(C)CC3)CC2)cc(C)n1	7%
Cc1cc(C)n2nc(SC(C)C(=O)Nc3c(Cl)cc(Cl)cc3Cl)nc2n1 (stereo unspecified)	6%
CCCc1nc(SC)ncc1C(=O)NCc1ccc(C)cc1	-1%
CCOc1ccc(NC(=O)N2CC(C)OC(C)C2)cc1 (stereo unspecified)	4%
CCOC(=O)c1c(C)[nH]c(CCC(=O)NCc2ccc(OC)cc2OC)c1C	-18%
CCOC(=O)C1=C(C)NC(=O)NC1c1cn(-c2ccccc2)nc1-c1ccc(OCC)cc1 (stereo unspecified)	-24%
COc1ccccc1C(=O)NCC(=O)N/N=C/c1ccc2c(c1)OCO2	-1%
O=C1CS(=O)C2(CCN(S(=O)(=O)Cc3ccccc3)CC2)N1CC1CC1 (stereo unspecified)	-6%
Cc1ccc(CCNc2ncnc3onc(-c4ccc(Cl)cc4)c23)cc1	-18%
Cc1cc(C)n2nc(C(=O)OC(C(=O)c3c[nH]c4ccccc34)c3ccccc3)nc2n1 (stereo unspecified)	7%
CCOc1cc(/C=C(\C#N)C(=O)Nc2cccc(C(=O)O)c2)ccc1OCc1ccccc1Cl	?
CC(=O)N1CCN([C@H]2[C@@H]3OC[C@@H](O3)[C@@H](NCc3ccc(OC(F)(F)F)cc3)[C@@H]2O)CC1	21%
Cc1ccc(CN2CCCn3nc(C(=O)NCc4cc(C)ccc4C)cc3C2=O)cc1	-4%
Cc1nc(N2CCN(C(=O)c3cccc(F)c3)CC2)cc(C(F)(F)F)n1	27%
O=C(Nc1cccc(-n2cccn2)c1)C1CCCN1C(=O)C1CCCCC1 (stereo unspecified)	6%
Cc1ccc(CNC(=S)Nc2ccc(NS(=O)(=O)c3ccc(C)cc3)cc2)cc1	22%
Cc1ccc2nc(C3CCCN(CC(C)C)C3)[nH]c(=O)c2c1 (stereo unspecified)	5%[86.2 µM]
Cc1cccc(-c2nc(C#N)c(N3CCN(C(=O)c4ccc(F)cc4)CC3)o2)c1	-49%
CCCCc1ccc(C(=O)Cn2nnc(-c3cccc(F)c3)n2)cc1	-1%
CC(=O)N1CCN(Cc2nc3cc(NC(=O)c4cccc(Br)c4)ccc3n2C)CC1	-23%
CCOc1cc(/C=C2/NC(=O)NC2=O)cc(Cl)c1OCc1ccc(C(=O)O)cc1	-17%
CC(C)C(NC(=O)C1CCN(C(=O)C2CC2)CC1)c1nccn1C (stereo unspecified)	?
CC(=O)Nc1ccc(NC(=O)c2ccc(N(Cc3ccccc3C)S(C)(=O)=O)cc2)cc1	-9%
COC[C@@H]1CN(C(=O)c2cc(Cl)ccc2F)C[C@H]1C(N)=O	-3%
CC(C)CNc1oc(-c2ccc(S(=O)(=O)N3CCCCCC3)cc2)nc1C#N	?
CCn1cc(C(=O)N2CCN(c3cc(C)ccc3C)CC2)c(=O)c2cc(S(=O)(=O)N3CCOCC3)ccc21	-14%
COc1ccc(Nc2c(-c3ccsc3)nc3nc(C)cc(C)n23)cc1	13%
Cc1cc(C(=O)N2CCCC(CCc3c(F)cccc3F)C2)no1 (stereo unspecified)	43%[activator]
O=C1NCCCCCCN(C(=O)c2ccncc2)[C@H]2CCCC[C@@H]12	3%
Cc1cccc(NC(=O)Cn2cc(S(=O)(=O)c3ccc(F)cc3)c(=O)c3cc4c(cc32)OCO4)c1	?
CC(=O)NC1CCN(C(=O)C2CCN(c3oc(-c4ccco4)nc3C#N)CC2)CC1	?
COC(=O)c1ccc(/C=C/c2cccc(C#N)c2)nc1	-10%
COc1ccc(OC)c(/C=N\NC(=O)c2ccc(-c3ccccc3)cc2)c1	?
Cc1cccc2oc(CNC(=O)C(c3cccnc3)N3CCOCC3)nc12 (stereo unspecified)	19%
CCNC(=O)NC(=O)CSc1nnc(-c2c[nH]c3ccccc23)o1	11%

Taken from the entries so far for reference:
SMILES	KDM5B inhibitor
CC[C@H]1CN(C(C)=O)CC[C@H]1CC(=O)Nc1ccccc1	-9%[115 µM]
CCCCOc1ccc(C2c3c(oc4ccc(C)cc4c3=O)C(=O)N2CCCN(C)C)cc1OCC (stereo unspecified)	1%
O=C(c1cn(CCC2CCCCC2)nn1)N1CCN(C(=O)c2ccco2)CC1	56%[activator]
CC1CCN(S(=O)(=O)c2ccc(NC(=O)Cn3cnc4c3c(=O)n(C)c(=O)n4C)cc2)CC1	7%
CCCCn1nc(C(=O)Nc2ncc(Cc3ccc(F)cc3)s2)ccc1=O	-3%

(cont.)
SMILES	KDM5B inhibitor
Cc1cnc(NC(=O)CCOc2cccc(Br)c2)s1	4%
Cn1c(=O)c2sccc2n2c(CCC(=O)NCc3ccc(F)cc3)nnc12	10%
Cc1cc(C(=O)CSc2nnc(CN3CCCC3)n2-c2ccccc2)c(C)n1C	1%
NC1C[C@H](Cn2cc(-c3cccnc3)nn2)[C@@H](O)[C@H]1O (stereo partly specified)	-4%[115 µM]
O=C(C[C@H]1NC(=O)c2ccccc2NC1=O)Nc1n[nH]c(CCc2ccccc2)n1	-12%
Cc1ccncc1-c1c(C)nn2c1N(C(=O)c1scnc1C)CCC2	-5%[86.2 µM]
CC(C)=CCS(=O)(=O)Cc1cccc2ccccc12	1%
COc1ccc(CC(=O)Nc2nc3c(s2)CC(C(C)(C)C)CC3)cc1 (stereo unspecified)	?
O=[N+]([O-])c1ccc(CON=C2CCC3(CC2)OCCO3)cc1	22%
Cc1noc(-c2ccc(N3CCCCC3)c([N+](=O)[O-])c2)n1	-11%
COc1ccc(NC(=O)O[C@@H]2CC[C@]3(C)C(CC[C@@H](O)[C@H]3CC(=O)NCc3ccccc3OC)[C@]2(C)CO)cc1 (stereo partly specified)	-13%
COc1cc(NC(=O)CN2C(=O)NC(c3ccccc3)(c3ccccc3)C2=O)cc(OC)c1	-10%
CC(=O)N1CCN(C(=O)c2ccc(Cl)c(S(=O)(=O)N3CCCCCC3)c2)CC1	21%
Cc1oc2cc(OC(C)C(=O)Nc3ccc(N4CCOCC4)cc3)ccc2c(=O)c1-c1ccccc1 (stereo unspecified)	-1%
O=C(/C=C/c1ccc(F)cc1)NCCc1c[nH]c2ccccc12	-6%
CCc1cccc(-n2nnc(-c3nsc(NC(=O)c4cccc(OC)c4)n3)c2C)c1	-8%
Cc1oc(-c2ccccc2)nc1C12CC3CC(CC(C3)C1)C2	9%
COc1ccc(S(=O)(=O)NCCc2csc3nc(-c4ccc(OC)c(OC)c4)nn23)cc1C	3%
CC1CCCN(C(=O)CCN2CCN(CCc3ccccc3)CC2)C1 (stereo unspecified)	-24%
COc1ccc2cc(CNc3ccccc3)c(=O)n(CC(=O)Nc3ccc(C(C)=O)cc3)c2c1	?

As entered above.
For KDM5B inhibitor, Cc1ccc(CN2CCCn3nc(C(=O)NCc4cc(C)ccc4C)cc3C2=O)cc1 has the entry -4%
For KDM5B inhibitor, Cc1ccc2nc(C3CCCN(CC(C)C)C3)[nH]c(=O)c2c1 (stereo unspecified) has the entry 5%[86.2 µM]
For KDM5B inhibitor, Cc1cc(C)n2nc(SC(C)C(=O)Nc3c(Cl)cc(Cl)cc3Cl)nc2n1 (stereo unspecified) has the entry 6%
For KDM5B inhibitor, O=C(Nc1cccc(-n2cccn2)c1)C1CCCN1C(=O)C1CCCCC1 (stereo unspecified) has the entry 6%
For KDM5B inhibitor, CCc1cccc(-n2nnc(-c3nsc(NC(=O)c4cccc(OC)c4)n3)c2C)c1 has the entry -8%
For KDM5B inhibitor, CCOc1cc(/C=C2/NC(=O)NC2=O)cc(Cl)c1OCc1ccc(C(=O)O)cc1 has the entry -17%

Later entries:
SMILES	KDM5B inhibitor
Cc1ccc2[nH]c(=O)c(CCC(=O)NCc3ccncc3)cc2c1	25µM*
O=C(Nc1ccc(Cl)nc1)c1cc2cccnn2n1	35µM*
O=C(CCc1nc2ccccc2s1)N1CCN(C(=O)N2CC3CC(C2)[C@H]2CCCC(=O)N2C3)CC1 (stereo partly specified)	25%
COc1ccc(-c2nc(CN3CCCC3c3ccsc3)co2)cc1 (stereo unspecified)	5%
O=C(NCc1ccccc1Cl)C1CCN(c2cnc3nccnc3c2)CC1	13%
CCCC(=O)Nc1cccc(C(=O)NC(C(=O)O)c2c(C)n[nH]c2C)c1 (stereo unspecified)	3%
COn1c(=O)c(-c2ccc(F)cc2)[n+]([O-])c2ccccc21	?
Cc1c(Cl)cccc1NC(=O)C12CC3CC(CC(C3)C1)C2	26%
CCOc1cc2c(cc1OCC)C(CC(=O)OC)N(C(=O)Nc1cc(C)cc(C)c1)CC2 (stereo unspecified)	-12%
COC1CCN(c2ccc(C(=O)N3CCC(N4CCOCC4)CC3)cn2)CC1	-7%
COc1cc(CNCCOc2ccccc2)ccc1OCC(O)CN1CCOCC1 (stereo unspecified)	-7%
COc1ccc(CCNC(=O)c2ccc3c(c2)N(C)C2CCCCN2C3=O)cc1OC (stereo unspecified)	?
O=C(Nc1ccc([C@H]2OCC(=O)N(Cc3ccccc3)[C@@H]2CO)cc1)C1CCOCC1	2%[86.2 µM]
COc1ccc(C(=O)N2CCC3(CC2)NC(=O)N(c2ccc(F)cc2)N3)cc1F	-15%
Cc1ccc(-c2nc(Cn3cccc(C(F)(F)F)c3=O)co2)cc1	-3%
COC(=O)c1ccccc1NCCO	?
CCc1c(C)nc2nncn2c1Nc1ccc(Cl)cc1	-12%
CCOCCCNC(=O)C1Cn2cccc2C(=O)N1 (stereo unspecified)	-19%
C/C(=N\NC(=O)c1nnn(-c2nonc2N)c1-c1ccccc1)c1ccccc1O	?
Cc1ccc(CN2CC(C(=O)N(C)CC(=O)Nc3cccc(F)c3)CC2=O)cc1 (stereo unspecified)	14%
N#Cc1ccc(C(=O)N2CCC3(CC2)NC(=O)N(Cc2ccccc2Cl)C3=O)cc1	11%
CCOC(=O)c1c(C)[nH]c(C)c1S(=O)(=O)N1CCC(C(=O)N2CCN(c3cccc(C)c3)C(C)C2)CC1 (stereo unspecified)	-11%
COc1cccc(C2c3c(n[nH]c3C)Nc3[nH]c(=O)[nH]c(=O)c32)c1O (stereo unspecified)	?
COc1ccc(Cl)cc1NC(=O)C1CCN(S(=O)(=O)c2ccc3c(c2)CC(C)N3C(C)=O)CC1 (stereo unspecified)	-5%
O=C(CSc1c2c(nc3cc(Cl)ccc13)CCCC2)N1CCN(c2ccccc2F)CC1	?
Cc1ccc(N2CCN(C(=O)c3c(C)oc4ncn(CC(C)C)c(=O)c34)CC2)c(C)c1	-5%
CC(=O)NCCNC[C@@H]1C=C(C)[C@H](Cc2nnc(-c3ccc(C)cc3)o2)C[C@H]1C(C)C	2%[86.2 µM]
COc1ccc(C(=O)Nc2nnc(S(=O)(=O)N3CCN(c4ccc(C)cc4)CC3)s2)cc1	-2%
Cc1nc(CS(=O)(=O)c2ccccn2)sc1C(=O)NNC(=O)c1ccccc1	-8%
O=C(c1ccc2ncccc2c1)N1CCCCCC1c1nnc(-c2ccccc2)o1 (stereo unspecified)	-10%

KDM5B inhibitor: hit marks shown above.
SMILES	KDM5B inhibitor
Cc1ccc2[nH]c(=O)c(CCC(=O)NCc3ccncc3)cc2c1	25µM*
O=C(Nc1ccc(Cl)nc1)c1cc2cccnn2n1	35µM*

Some of the compounds tested; the hit share may differ from the screen's.
